Source: PubChem (Broad Institute)
PAX8 reporter: inhibitors of PAX8 transcriptional activity in RMG-I cells | inhibition, % at 12.6 µM | RMG-I TPO-luciferase reporter, SteadyGlo, 24 h | 360,000 compounds, 1.2% hits | AID 652154;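 active means mean replicate inhibition at least 60% with every replicate also reaching 60%; inconclusive means only one of the two criteria is met; inactive means mean below 60% and not all replicates reaching 60%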;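 further: luciferase light reporting Pax8 driven TPO promoter activity; plate controls were median of neutral control wells for no effect and mitoxantrone controls for full effect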
ARNT TACC3 PPI: ARNT/TACC3 interaction disruption. 390,000 compounds, 0.66% hits. Q9Y6A5. AID 623870. inhibition, % at 9.99 µM. AlphaScreen His-ARNT PAS-B/GST-TACC3 binding, luminescence; TACC3 fragment carries E629A point mutation;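 active means mean inhibition of replicates at least 50% and at least half of replicates each reaching 50%; inconclusive means half or more replicates reach 50% but mean below 50%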;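 further: 0% = complete ARNT plus TACC3 wells and 100% = ARNT alone without TACC3; many hits fall short of the cut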
DENV2 CPE: protects cells from dengue virus 2 cytopathic effect; CPE inhibition, % at 9.99 µM; AID 651640; DENV2-infected cells, cytopathic effect rescue, plate reader; 350,000 compounds, 1.7% hits; in the data active means CPE inhibition above about 20%, passing the limit was not always enough; inconclusive means no clear call, values can overlap the other calls; tested in BHK-21 cells;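 further: 0% = median of neutral control wells and 100% = median of positive control wells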
Casp6 inh: caspase-6 (human) enzyme inhibition. P55212. purified caspase-6, Z-VEID-R110 cleavage fluorescence. inhibition, % at 12.5 µM. 350,000 compounds, 0.53% hits;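 active means mean inhibition across replicates at least about 35%, with every replicate also reaching that limit, limit read from the data; inconclusive means only one of the two criteria met; inactive means neither criterion met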;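 further: 0% = median of neutral control wells and 100% = no fluorescence left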
Target sequence (P55212 24-179 limits assumed): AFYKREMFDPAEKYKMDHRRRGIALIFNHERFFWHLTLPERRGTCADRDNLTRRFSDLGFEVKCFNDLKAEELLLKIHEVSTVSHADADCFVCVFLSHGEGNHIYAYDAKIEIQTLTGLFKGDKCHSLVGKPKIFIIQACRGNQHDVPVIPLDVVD
Target sequence (P55212 194-293 limits assumed): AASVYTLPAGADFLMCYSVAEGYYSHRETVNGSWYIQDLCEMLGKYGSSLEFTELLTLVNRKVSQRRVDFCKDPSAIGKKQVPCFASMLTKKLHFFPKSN
LGR2 inh: Drosophila LGR2 receptor signaling inhibition. HEK293 LGR2, CRE-luciferase, bursicon-stimulated, 4 h. inhibition, % at 9.99 µM. 380,000 compounds, 0.35% hits. AID 720647;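 active means drop in luminescence signal, shown as inhibition above about 50% in the replicate tests, limit read from the data, passing the limit was not always enough; inconclusive means probably only some replicates passing the limit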;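 further: agonist challenge used bursicon conditioned medium at about half maximal strength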
EWS-Fli block: EWS/Fli transcriptional activity inhibition. A673 NR0B1-luciferase reporter, viability-normalised. inhibition, % at 12.6 µM. 350,000 compounds, 0.67% hits. AID 651661;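 active means mean inhibition of at least 50% after viability correction, with every replicate also passing that limit; inconclusive means mean reaches 50% but only one of two replicates passes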;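 further: firefly luciferase signal divided by Alamar Blue viability fluorescence both relative to DMSO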
SIRT5 inh: blocks human SIRT5 desuccinylation of peptide; inhibition, % at 15 µM; Purified SirT5, succinyl-peptide AMC, trypsin-coupled fluorescence; Q9NXA8; AID 652115; 330,000 compounds, 1.1% hits; in the data active means inhibition above about 15%; inconclusive means no clear call, values can overlap the other calls
Target sequence (Q9NXA8 whole entry, looked up): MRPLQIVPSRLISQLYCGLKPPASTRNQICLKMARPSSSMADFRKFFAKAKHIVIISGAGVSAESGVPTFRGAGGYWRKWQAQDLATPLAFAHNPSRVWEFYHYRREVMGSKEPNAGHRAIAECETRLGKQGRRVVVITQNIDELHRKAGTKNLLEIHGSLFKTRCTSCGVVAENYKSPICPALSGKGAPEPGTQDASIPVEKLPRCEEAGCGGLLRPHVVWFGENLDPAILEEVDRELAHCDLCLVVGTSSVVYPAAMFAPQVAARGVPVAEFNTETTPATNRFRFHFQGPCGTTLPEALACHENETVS
* = called active by the depositor; u = inconclusive; x = no result given.

The opening two compounds, ahead of the listing:
Every second line gives: PAX8 reporter, ARNT TACC3 PPI, DENV2 CPE, Casp6 inh, LGR2 inh, EWS-Fli block, SIRT5 inh
COc1cc(C(=O)NCCCN2CCCC2=O)cc(Br)c1OCc1ccccc1
  19, -4, 8, -2, 19, 2, 0
COc1ccc(CCN2C(=O)COc3ccccc3C2C(=O)NCc2ccccc2)cc1OC (stereo unspecified)
  1, x, -1, 3, -18, 1, -2

All compounds of this part, from the first entry:
Every second line gives: PAX8 reporter, ARNT TACC3 PPI, DENV2 CPE, Casp6 inh, LGR2 inh, EWS-Fli block, SIRT5 inh
COc1cc(C(=O)NCCCN2CCCC2=O)cc(Br)c1OCc1ccccc1
  19, -4, 8, -2, 19, 2, 0
COc1ccc(CCN2C(=O)COc3ccccc3C2C(=O)NCc2ccccc2)cc1OC (stereo unspecified)
  1, x, -1, 3, -18, 1, -2
OC[C@@H]1CN(Cc2ccco2)C[C@H](n2cnc3c(N4CCOCC4)ncnc32)O1
  23, x, 0, -2, -2, -2, -1
CCCNS(=O)(=O)c1cc2c3c(c1)CCN3C(=O)CC2
  8, -1, 3, 2, 0, 2, 4
CC(C)n1cc(NC(=O)COc2ccccc2Cl)cn1
  -22, -23, 14, 3, -1, -23, 0
CC(=NCCc1ccccc1)C1=C(O)C(c2ccccc2)OC1=O (stereo unspecified)
  -8, -4, 0, -1, -26, 3, -3
COC(=O)c1ccc(NC(=O)CN2CCN(c3ccccn3)CC2)cc1
  22, 3, -6, -4, x, 3, -2
Cc1ccc2c(c1)CCCN2C(=O)C1CCCO1 (stereo unspecified)
  x, 7, 9, 3, -12, 6, -9
C/C=C/c1ccc([C@@H]2[C@@H](CO)N(C(=O)C3CC3)[C@H]2CN(C)C(=O)C2CC2)cc1
  4, -7, u, x, 12, -3, x
CCc1ccc(CN2CCC(n3nccc3NC(=O)C3CCCC3)CC2)cc1
  x, 3, -3, -3, -11, 8, -6
COc1ccc(C#Cc2ccc3c(c2)O[C@H](CN(C)C(=O)CN2CCOCC2)[C@H](C)CN([C@@H](C)CO)S3(=O)=O)cc1
  -5, -10, -4, -1, -8, -3, -7
COc1ccc(-c2nc3ccccc3n2OC(C)C(=O)O)cc1 (stereo unspecified)
  -28, -5, 2, -3, -65, -61, 1
C[C@H]1CN([C@@H](C)CO)C(=O)c2cc(C3=CCCCC3)cnc2O[C@H]1CN(C)C(=O)Nc1ccccc1
  x, -3, 1, 4, 5, 3, -2
CCN1/C(=C/c2ccc3cc(C)ccc3[n+]2CC)Sc2ccccc21
  93*, 14, x, 1, 27, 48, 6
O=C(NCC(=O)N(c1cccnc1)C(C(=O)NC1CCCCC1)c1ccccc1F)c1ccco1 (stereo unspecified)
  3, -1, 9, -3, 9, 6, -2
O=C(Cn1cnc2c(nnn2Cc2ccc(F)cc2)c1=O)Nc1ccc2c(c1)OCCO2
  -1, -2, -4, -3, -3, x, 0
O=C(NC(=O)c1cccc(F)c1)OC[C@@H]1CCCN2CCCC[C@H]12
  -16, -18, 6, 1, -2, -4, 1
COc1cccc(CC(=O)Nc2ccc3c(c2)OC2(CCCC2)O3)c1
  -39, -13, -3, 2, -50, -35, -1
CC(=O)C1=C(O)C(=O)N(c2ccc(Br)cc2)C1c1ccc(Br)cc1 (stereo unspecified)
  -12, -2, 13, -1, 0, 10, 9
CCC(C)c1ccccc1NC(=O)c1[nH]c(C)c(C(C)=O)c1C (stereo unspecified)
  15, 0, 5, -5, -8, 3, -1
COc1ccc(NN=Nc2ccc([N+](=O)[O-])cc2)cc1
  -113, 6, 3, 1, -11, -180, -1
COc1ccc2c3c(n(C)c2c1)[C@H](CO)N(C(=O)C1CCCC1)CC31CCN(C(=O)c2ccncc2)CC1
  -1, x, 4, -1, 12, -2, 1
COc1ccc(S(=O)(=O)Nc2ccc3c(c2)C(=O)N([C@H](C)CO)C[C@@H](C)[C@H](CN(C)Cc2ccccc2)OCCCC[C@@H](C)O3)cc1
  7, -6, -3, x, 12, -18, x
CC(=O)c1cccc(NC(=O)CCN2C(=O)C3CC=CCC3C2=O)c1 (stereo unspecified)
  -8, x, -9, 1, -7, -4, -3
c1ccc(CN(Cc2ccccc2)c2ncnc3c2nnn3Cc2ccccc2)cc1
  2, x, -6, 2, x, 19, 0
COc1ccc(NC2=NC(C)(CO)CS2)cc1 (stereo unspecified)
  -55, -6, 10, 2, -28, -44, -1
COC(=O)c1ccc(CN2CC(=O)N3[C@@H](CO)[C@@H](c4ccc(Br)cc4)[C@@H]3C2)cc1
  -16, x, 5, 3, -6, -9, -4
COc1ccc(NC(=O)Nc2ccc3c(c2)C(=O)N(C)C[C@H](OC)[C@H](C)CN[C@H](C)CO3)cc1
  11, x, x, x, 1, -2, x
CCn1c(CNC(=O)c2ccc(OC)cc2)nnc1SC
  10, -5, 15, -8, 4, -9, -2
CCOCCCN1C(=O)CN(C2CCC(C)CC2)C(=O)C1c1ccc(C)cc1 (stereo unspecified)
  -6, -7, -2, -5, -1, -24, 0
C[C@@H]1CN(C2CCN(Cc3nc(CC4CC4)no3)CC2)C[C@H](C)O1
  -1, 3, 10, -2, -6, 2, 2
COc1cccc(C(=O)OCC(=O)c2[nH]c(C)c(C(C)=O)c2C)c1
  -13, -1, -7, 3, -11, -6, 0
CC1CCN(C(C(=O)Nc2ccc(C(C)C)cc2)c2ccc3c(c2)OCO3)CC1 (stereo unspecified)
  1, x, 0, 0, x, 19, 2
COc1ccccc1Nc1ccc(NC(=O)c2cccc([N+](=O)[O-])c2C)cc1
  -63, 1, -5, -1, -34, -11, 5
COc1ccc(CC2(CO)CCN(Cc3ccc4c(c3)CCO4)CC2)cc1
  6, 2, -3, -1, -34, 15, -3
COc1ccc(CCNC(=O)CCc2nnc(Cc3ccc4c(c3)OCO4)o2)cc1
  3, 2, 2, 1, -11, x, 0
CCC(=O)NNc1ncnc2c1cnn2-c1cccc(C)c1
  6, -2, -2, 1, 17, -8, 1
C[C@@H]1CN([C@@H](C)CO)S(=O)(=O)c2ccc(/C=C/c3ccccc3)cc2O[C@H]1CN(C)C(=O)NC1CCCCC1
  -4, -4, 3, -1, 16, 7, 22*
CC1CC(C)(C)CC2(C1)NC(=O)N(CC(=O)N1CCN(S(=O)(=O)c3cccc(Cl)c3Cl)CC1)C2=O (stereo unspecified)
  22, 22, -7, 2, -10, 9, -3
N#Cc1cccc(-c2ccc([C@@H]3[C@H]4CN(C(=O)Nc5ccccc5)CCCCN4[C@H]3CO)cc2)c1
  8, -1, -4, 1, -12, 14, 2
CC[N+]1(CC)CC2=Cc3c(ccc4ccccc34)CC2C1 (stereo unspecified)
  x, -5, x, 1, 9, x, -2
COC(=O)C1=C(C)N(Cc2cccc(C(F)(F)F)c2)C(=NCc2ccc(C(F)(F)F)cc2)NC1c1cccc(C(F)(F)F)c1 (stereo unspecified)
  18, x, -1, -1, 38, 42, x
CC(C)NC(=O)N[C@@H]1CC[C@@H](CCNC(=O)C2CCOCC2)O[C@H]1CO
  -4, -12, -1, -6, -9, 0, 8
COc1cccc(NC(=O)[C@H](Cc2c[nH]c3ccccc23)NC(=O)[C@@H]2Cc3ccccc3CN2)c1
  x, 5, -11, 2, x, -62, x
N#Cc1cccc(NC(=O)c2cc(C3CCCCN3C(=O)C3CC3)on2)c1 (stereo unspecified)
  15, x, -10, -2, -2, 4, x
O=C1c2ccccc2C(=O)N1CCOc1ccc(F)cc1
  -22, -7, u, -2, -64, -86, -1
CO[C@@H]1CN(C)C(=O)c2cc(NS(=O)(=O)c3ccc(Oc4ccccc4)cc3)ccc2OC[C@H](C)NC[C@H]1C
  10, -28, -7, 0, 10, -5, 1
Cc1ccc(OCCCCN2CCCCC2)cc1
  -5, -2, 9, 0, 6, 0, x
COc1ccccc1NC(=O)N(C)C[C@H]1Oc2ncc(C#CCN(C)C)cc2C(=O)N([C@@H](C)CO)C[C@H]1C
  x, -3, 4, 7, -6, -20, 9
CCNc1nc(OCC)nc(N2CCC(Cc3ccccc3)CC2)n1
  3, x, x, x, 8, -4, x
CCN(c1ccccc1)S(=O)(=O)c1ccc(Cl)c(NC(=O)CN2CCN(C)CC2)c1
  -2, 11, -3, -18, -5, 2, -5
Cc1ccccc1-c1cc2nc(NCc3ccncc3)n(C)c(=O)c2s1
  -39, x, 1, -2, -46, -53, -3
CC(C(=O)NCCC1=CCCCC1)c1ccc([N+](=O)[O-])cc1 (stereo unspecified)
  4, 8, 2, 1, 7, -4, 2
COCCNC(=O)C1(C)CCCN(Cc2cccc(OC(=O)c3ccccc3)c2)C1 (stereo unspecified)
  -2, x, -8, 1, -4, -5, x
CC(C)C1NCCc2c1sc1ccccc21 (stereo unspecified)
  -9, -3, 9, -4, x, -9, -4
CO[C@@H]1CN(C)C(=O)c2cc(NC(=O)c3ccccc3F)ccc2OC[C@@H](C)N(CC2CC2)C[C@@H]1C
  79*, -1, 1, -1, 12, 7, -3
S=C(NCC1CCCO1)NC12CC3CC(CC(C3)C1)C2 (stereo unspecified)
  -20, -1, -1, -1, -41, 6, -3
COc1ccc(/C=C(/NC(=O)c2ccc(Br)cc2)C(=O)Nc2cccc(C(=O)O)c2)cc1
  -27, x, -1, 1, 11, 0, 9
C[C@H]1CN([C@@H](C)CO)C(=O)c2cc(NC(=O)NC3CCCCC3)ccc2O[C@H]1CN(C)Cc1ccncc1
  7, 1, 25*, -1, -16, 17, -3
O=C(N/N=C/c1ccc(Cl)cc1)c1ccc2nc[nH]c2c1
  -30, x, -4, -4, -9, -36, x

(list continues)
Every second line gives: PAX8 reporter, ARNT TACC3 PPI, DENV2 CPE, Casp6 inh, LGR2 inh, EWS-Fli block, SIRT5 inh
Cc1cc2cc3c(cc2nc1SCc1ccccn1)OCCO3
  -55, -1, -4, -1, -30, 35, 3
O=C(O)CCCCCN1C(=O)/C(=C\c2ccc(-c3ccc(Cl)cc3)o2)SC1=S
  9, -7, 6, 15, 11, 0, 0
CCCCCCCCN1C(=O)[C@H](CC(=O)NCc2ccccc2)C[C@@]2(C(=O)OC)CC(C)(C)CC=C12
  -9, x, -3, 4, 18, 6, 0
COc1cccc(NC(=O)N2C[C@H](O)COC[C@H]3O[C@H](CC(=O)N(C)C)CC[C@@H]32)c1
  -10, -8, 10, -2, -13, -6, 6
COc1ccc(-c2nnc(SCC(=O)NCC3CCCO3)o2)cc1 (stereo unspecified)
  -15, -10, -5, 2, -7, x, -5
COc1ccc(Cl)cc1Cn1c(C)c(C(=O)NCc2ccccc2C(F)(F)F)sc1=O
  0, x, 7, -4, 4, 1, x
Cc1ccc(S(=O)(=O)c2ccsc2NC(=O)c2ccccc2)cc1
  13, -5, -11, -1, 9, -12, -2
O=C(C[C@@H]1CC[C@H]2[C@@H](COC[C@H](O)CN2Cc2cc(F)cc(F)c2)O1)NCc1cccc(F)c1
  13, 17, 14, 0, 5, 4, 0
Cc1ccc(S(=O)(=O)Nc2ccc3c(c2)C(=O)N([C@H](C)CO)C[C@@H](C)[C@@H](CN(C)CC2CC2)O3)cc1
  -4, 5, -6, 0, -4, 8, 1
CCCCCn1c(C)c2c(OCC)cccc(=O)c2c1C
  -10, 3, -4, 8, 1, -184, 5
Cn1c(=O)c2ncn(CC(=O)O)c2n(C)c1=O
  18, x, 13, -2, -16, 4, -1
O=C(Nc1ccccc1)c1ccccc1NC(=O)c1ccccc1C(=O)O
  -31, x, -3, -2, -12, -25, -9
COc1ccc(OC(C)C(=O)Nc2ccccc2F)cc1 (stereo unspecified)
  0, -6, x, -2, 2, 3, -2
COc1ccccc1/C=N/N1C(=O)c2cccc3cccc(c23)C1=O
  -4, -5, -8, 0, 3, 6, -4
Cc1ccc(NC(=O)c2nc[nH]c2C(=O)NCCCCCNC(=O)OC(C)(C)C)cc1
  -4, 4, -4, -6, x, 14, 0
Nc1cc(Cl)ccc1C(=O)OCC(=O)NC1CCCCCCC1
  -6, x, 3, -6, -8, -8, -2
CN1CCN(c2ccc(CNS(=O)(=O)Cc3cccc(C(F)(F)F)c3)cc2)CC1
  31, x, -4, -75, 13, 22, 0
CCOC(=O)C1=C(Cc2ccc(C)cc2)C(=O)c2ccccc2C1=O
  x, x, -1, 18, 6, 15, 2
COc1ccccc1-c1nc(S(=O)(=O)c2ccccc2)c(N2CCCCC2)o1
  -30, -27, 8, -8, 1, 15, -3
